USP2a inh: qHTS Assay for Inhibitors of Ubiquitin-specific Protease USP2a Using CHOP2 as the Reporter. 0.01% of 330,000 active. USP2 core, Ub-CHOP2 coupled fluorogenic reporter, 485/531. Potency, µM (titrated, usually from 38.3 µM), for the others: top-dose activity change, negative = inhibition, most hits filed as inhibitors. AID 463254, 2010;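 further: potency means the concentration at half of the fitted maximal effect; plate controls were DMSO wells for no effect and full inhibition by NEM control for full effect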
Target sequence (O75604 whole entry, looked up): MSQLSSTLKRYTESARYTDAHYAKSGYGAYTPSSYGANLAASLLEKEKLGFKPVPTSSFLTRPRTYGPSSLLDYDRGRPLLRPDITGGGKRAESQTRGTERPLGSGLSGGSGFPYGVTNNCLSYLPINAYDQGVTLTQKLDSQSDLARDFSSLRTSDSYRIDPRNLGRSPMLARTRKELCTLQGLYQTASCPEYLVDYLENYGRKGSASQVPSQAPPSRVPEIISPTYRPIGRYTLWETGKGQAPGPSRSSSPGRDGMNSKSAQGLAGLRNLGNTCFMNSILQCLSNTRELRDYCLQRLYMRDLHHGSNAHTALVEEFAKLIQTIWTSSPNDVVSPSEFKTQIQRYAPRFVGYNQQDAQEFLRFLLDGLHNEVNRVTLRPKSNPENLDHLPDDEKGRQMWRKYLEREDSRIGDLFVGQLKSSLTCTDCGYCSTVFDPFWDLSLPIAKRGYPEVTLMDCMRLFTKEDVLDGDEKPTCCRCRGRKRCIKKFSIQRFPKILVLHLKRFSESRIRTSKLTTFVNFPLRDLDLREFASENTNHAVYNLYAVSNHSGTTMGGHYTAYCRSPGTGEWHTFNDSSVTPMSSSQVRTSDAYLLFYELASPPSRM
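Deubiquitinase activity read as fluorescence (485/531 nm) after Ub-CHOP2 cleavage activates the enterokinase reporter on its substrate; USP2 core 10nM, Ub-CHOP2 and substrate 25nM each, 30min compound preincubation then 60min RT; data normalized to NEM, curves fitted.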
TSHR antagonist: Antagonists of the Thyroid Stimulating Hormone Receptor: HTS campaign. 0.2% of 330,000 active. TSHR-expressing cells, TSH-stimulated cAMP HTRF, 2 h; active compounds read low. activity change, negative = inhibition, % at 11.5 µM;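 active means activity change below a set negative limit, meaning inhibition stronger than a set level, cut at about -70% in these data; inconclusive means activity change between two set negative limits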; further: on the % scale 0 is the no-effect control and ±100 the full control effect
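Antagonism was scored as loss of TSH-driven cAMP in TSHR cells, stimulated with 4nM TSH (EC80) for 2 hours at 37 deg C and detected by homogeneous HTRF competition immunoassay.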
BCR signal inh: qHTS Assay to Find Inhibitors of Chronic Active B-Cell Receptor Signaling; ABC-DLBCL IkBa-CBG/CBR reporter, luminescence ratio, 4 h; Potency, µM (titrated, usually from 46.1 µM), without a hit: top-dose ratio change, negative = lower green/red ratio, usual class: inhibitors; 0.05% of 340,000 active; active means well fitted inhibition curve with a large enough effect in the signal ratio, with a control signal flat, not every such curve was filed as active; inconclusive means small, poorly fitted or top-dose-only effect, or effect the other way, or a change in a side signal; the % refers to the signal ratio;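 further: potency means the concentration at half of the fitted maximal effect; plate controls were basal doxycycline-induced cells for no effect and cells given 10 µM MG132 for full effect; MG132 reads +100%, hits lower the ratio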
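Doxycycline induced both beetle luciferases in TMD8 lymphoma cells; IKK-driven degradation limits the IkappaBalpha-fused green signal, while red luminescence normalises for cell number and nonspecific effects. Compounds tested up to 46 uM, 4 hrs.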
Eya2 inh: qHTS Assay for Inhibitors of the Phosphatase Activity of Eya2. 0.006% of 330,000 active. Protein phosphatase EYA2 (Homo sapiens), O00167. recombinant Eya2, OMFP fluorescence dephosphorylation (OMFP is methylfluorescein phosphate). Potency, µM (top dose mostly 76.9 µM), inactives show at the highest dose activity, negative = inhibition, actives largely listed as inhibitors. AID 488837, 2010; further: potency means the concentration at half of the fitted maximal effect; on the % scale 0 is the no-effect control and ±100 the full control effect
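Eya2 (0.2 uM) preincubated 10 min at ambient with compound, then OMFP substrate added at 50 uM; 10 min reaction in 50 mM HEPES pH 7.5, 50 mM NaCl, 5 uM MgCl2, 0.05% BSA, 1 mM DTT. Fluorescence read at Ex 485/Em 525 nm.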
Tb PFK inh: qHTS Assay to Find Inhibitors of T. brucei phosphofructokinase; ATP-dependent 6-phosphofructokinase (Trypanosoma brucei brucei), O15648; T. brucei PFK, ADP-Glo luminescence; Potency, µM (doses to about 57.5 µM), without a hit: top-dose activity, negative = inhibition, hits mostly inhibitors; 0.17% of 330,000 active; AID 485367, 2010;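 further: potency means the concentration at half of the fitted maximal effect; 0% = uninhibited 1x PFK enzyme wells and -100% = no-enzyme wells; nearly all actives have a fitted effect of over 60% in size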
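Luminescent ADP detection (ADP-Glo, two-step: ATP depletion then ADP-to-ATP conversion for luciferase) reported PFK activity after 45 min room-temperature reaction of 1.25 nM enzyme with 0.5 mM F6P and 0.1 mM ATP at pH 8.0.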
B2AR arrestin: qHTS assay of beta-arrestin-biased ligands of beta2-adrenergic receptor | 0.02% of 330,000 active | AID 492947, 2010 | beta-arrestin recruitment to beta2AR, cell-based reporter | Potency, µM (series often up to 46.1 µM), for inactives: at the top dose activation, actives largely listed as activators;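 further: potency means the concentration at half of the fitted maximal effect; 0% = DMSO controls and full agonism = EC100 isoproterenol or metaproterenol; nearly all actives have a fitted effect of over 65% in size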
uPA surface inh: qHTS for Inhibitors of Cell Surface uPA Generation; cell surface uPA generation assay, qHTS; Potency, µM (series often up to 38.3 µM), for inactives: at the highest dose activity change, negative = inhibition, hits mostly inhibitors; 0.31% of 330,000 active; AID 540303, 2011; active means well fitted inhibition curve with a large enough effect; inconclusive means small, poorly fitted or top-dose-only effect; inactive means no such curve, though single readings can be large or run the other way; tested in mouse RAW 264.7 cells; further: potency means the concentration at half of the fitted maximal effect; on the % scale 0 is the no-effect control and ±100 the full control effect; nearly all actives have a fitted effect of over 55% in size
Mito fusion act: qHTS Assay for Small Molecule Inhibitors of Mitochondrial Division or Activators of Mitochondrial Fusion. S. cerevisiae fusion-defective mutant growth rescue, CellTiterGlo 48 h. Potency, µM (doses to about 46.1 µM), for the others: at the top dose growth rescue (activation), usual class: activators. 0.23% of 320,000 active;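 further: potency means the concentration at half of the fitted maximal effect; % of control where 0% means no effect; nearly all actives have a fitted effect of over 45% in size; temperature-sensitive fusion mutants such as fzo1-1 at 37 °C on non-fermentable ethanol glycerol medium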
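Luminescent cell viability in 1536-well qHTS format served as the measure of rescued growth in ts fusion-mutant S. cerevisiae cultured on non-fermentable YPEG for 48 hours at 37C.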
ELG1 repair inh: qHTS screen for small molecules that inhibit ELG1-dependent DNA repair in human embryonic kidney (HEK293T) cells expressing luciferase-tagged ELG1. HEK293T ELG1-luciferase reporter, luminescence, 16 h; DNA damage induced by 5-fluorouridine. Potency, µM (titrated, usually from 46.1 µM), inactives show top-dose activity change, negative = inhibition, most hits filed as inhibitors. 2.3% of 330,000 active. AID 504467, 2011; further: potency means the concentration at half of the fitted maximal effect; on the % scale 0 is the no-effect control and ±100 the full control effect; nearly all actives have a fitted effect of over 55% in size
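HEK293T cells expressing luciferase-tagged ELG1 (2,000/well) received 5-Fluorouridine plus compound or DMSO for 16 hr at 37 °C. Luciferase was read by ONE-Glo luminescence after 30 min at room temperature.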
TSG101-PTAP inh: qHTS Assay for Iinhibitors of HIV-1 Budding by Blocking the Interaction of PTAP/TSG101 | 340,000 tested, under 10 active | Potency, µM (doses to about 115 µM), for inactives: at the top dose activity change, negative = inhibition, hits mostly inhibitors | AID 493005, 2010 | Fluorescence polarization, FITC-PTAP peptide / Tsg101 binding | Tumor susceptibility gene 101 protein (Homo sapiens), Q99816; active means well fitted inhibition curve with a large enough effect in the main read-out, with a control signal flat, not every such curve was filed as active; inconclusive means small, poorly fitted or top-dose-only effect, or effect the other way, or a change in a side signal; inactive means no such curve, though single readings can be large or run the other way; further: potency means the concentration at half of the fitted maximal effect; % of control where 0% means no effect
Target sequence (Q99816 whole entry, looked up): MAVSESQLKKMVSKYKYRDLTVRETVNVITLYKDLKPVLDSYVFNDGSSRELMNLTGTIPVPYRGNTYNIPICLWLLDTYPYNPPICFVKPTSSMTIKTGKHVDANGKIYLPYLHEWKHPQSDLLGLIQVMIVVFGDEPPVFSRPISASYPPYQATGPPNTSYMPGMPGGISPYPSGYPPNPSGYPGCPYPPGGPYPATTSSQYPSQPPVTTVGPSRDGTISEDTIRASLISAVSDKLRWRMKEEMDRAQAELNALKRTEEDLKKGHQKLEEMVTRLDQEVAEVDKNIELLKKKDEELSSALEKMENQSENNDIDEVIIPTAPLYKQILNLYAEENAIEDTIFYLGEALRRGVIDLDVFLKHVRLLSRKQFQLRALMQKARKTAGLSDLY
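Tsg101 binding domain (10 uM final) was mixed with compound and a FITC-labeled PTAP peptide (50 nM final) in HEPES pH 7.5 buffer with NaCl, Tween 20, EDTA and TCEP; fluorescence polarization was read after 20 min at r.t.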
TCR activator: Activators of T cell receptors: qHTS campaign; 330,000 tested, under 10 active; Potency, µM (highest dose often 9.22 µM), without a hit: top-dose activation of IL-2 secretion, most hits filed as activators; AID 504894, 2011; primary human leukocytes, anti-CD3, IL-2 HTRF, 48 h; further: % of control where 0% means no effect
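Primary human leukocytes receive a-CD3 beads and test compound and are incubated 48 hr. Secreted IL-2 is then assayed by HTRF, measuring 665nm acceptor emission after 320nm excitation of the europium donor.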
The depositor's hits bear a star; [ ] = dose if it differs, or a comment. Unless noted, the call rests on the fitted dose curve; in most records, active means well fitted curve in the direction sought with a large enough effect; inconclusive means small, poorly fitted or top-dose-only effect, or another doubt; inactive means no such curve, though single readings can be large; an effect the other way counts as inactive or inconclusive.

C=CCn1c(=O)n(C(=O)OCC)c2cc(Br)ccc21 was read as USP2a inh -3%, TSHR antagonist 9, BCR signal inh 1%, Eya2 inh -4%, Tb PFK inh -2%, B2AR arrestin -0.4%, uPA surface inh -6%, Mito fusion act 4%, ELG1 repair inh 1%, TSG101-PTAP inh -8% and TCR activator 7%.
`Clc1ccc2nc(SCc3nnc(-c4ccccc4)o3)[nH]c2c1` gave USP2a inh 2%, TSHR antagonist -1, BCR signal inh -1%, Eya2 inh -36%, Tb PFK inh -6%, B2AR arrestin -0.2%, uPA surface inh 3%, Mito fusion act 13%, ELG1 repair inh -5%, TSG101-PTAP inh 1% and TCR activator -1%.
Screening CCN(CC)CCNc1nc(-c2ccccc2)nnc1C(F)(F)F returned USP2a inh 0%, TSHR antagonist 12, BCR signal inh -2%, Eya2 inh -1%, Tb PFK inh -1%, B2AR arrestin -0.2%, Mito fusion act -2%, ELG1 repair inh 4%, TSG101-PTAP inh -5% and TCR activator 14%.
For CN(C)C1(CNC(=S)Nc2ccccc2C(F)(F)F)CCCCC1 the results were USP2a inh 3%, TSHR antagonist 8, BCR signal inh -2%, Eya2 inh -20%, Tb PFK inh 10%, B2AR arrestin 0.2%, Mito fusion act -2%, ELG1 repair inh -3%, TSG101-PTAP inh -2% and TCR activator -2%.
Screening COc1ccc(C/C(C)=N\NC(=O)c2cn(C)c3ccccc23)cc1OC returned USP2a inh -2%, TSHR antagonist -3, BCR signal inh inconclusive, Eya2 inh 1%, Tb PFK inh 10%, B2AR arrestin 0.4%, uPA surface inh inconclusive, Mito fusion act -1%, ELG1 repair inh 8%, TSG101-PTAP inh 2% and TCR activator -5%.
Screening Cc1noc(C)c1S(=O)(=O)N1CCN(S(=O)(=O)c2ccccc2C#N)CC1 returned USP2a inh 3%, TSHR antagonist -7, BCR signal inh inconclusive, Eya2 inh -3%, Tb PFK inh 0%, B2AR arrestin -0.2%, uPA surface inh 6%, Mito fusion act -2%, ELG1 repair inh 15%, TSG101-PTAP inh 0% and TCR activator 1%.
Screening O=C(Nc1cccc(F)c1)C1CCN(C(=O)c2ccc(Cl)cc2)CC1 returned USP2a inh 2%, TSHR antagonist 15, BCR signal inh -1%, Eya2 inh 14%, Tb PFK inh 2%, B2AR arrestin 2.5%, uPA surface inh -8%, Mito fusion act 6%, ELG1 repair inh -2%, TSG101-PTAP inh 0% and TCR activator 2%[46.1 µM].
For Cc1ccc(-n2nc3c(c2NC(=O)CCC2CCCCC2)CS(=O)C3)cc1 (stereo unspecified) the results were USP2a inh 0%, TSHR antagonist -9, BCR signal inh 4%, Eya2 inh 8%, Tb PFK inh inconclusive, B2AR arrestin 0.1%, uPA surface inh -9%, Mito fusion act 0%, ELG1 repair inh -11%, TSG101-PTAP inh 0% and TCR activator -12%.
For Cc1c(NC(=O)c2ccc(S(=O)(=O)N(C)c3ccccc3)cc2)c(=O)n(-c2ccccc2)n1C the results were USP2a inh 4%, TSHR antagonist -1, BCR signal inh 2%, Eya2 inh -12%, Tb PFK inh -4%, B2AR arrestin -0.1%, uPA surface inh -4%, Mito fusion act -6%, ELG1 repair inh -4%, TSG101-PTAP inh -1% and TCR activator 0%.
Cc1ccc(C(=O)Nc2cccc(Oc3ccccc3)c2)o1 was read as USP2a inh 2%, TSHR antagonist -4, BCR signal inh 2%, Eya2 inh 6%, Tb PFK inh -1%, B2AR arrestin -0.9%, uPA surface inh -10%, Mito fusion act 28%, ELG1 repair inh inconclusive, TSG101-PTAP inh -2% and TCR activator -5%.
Screening COC(=O)Nc1ccc(S(=O)(=O)N2CCN(c3ccc(F)cc3)CC2)cc1 returned USP2a inh 0%, TSHR antagonist -2, BCR signal inh 1%, Eya2 inh -13%, Tb PFK inh -5%, B2AR arrestin -0.3%, uPA surface inh -6%, Mito fusion act 3%, ELG1 repair inh -7% and TSG101-PTAP inh -6%.
For CCc1ccccc1N=C1SCC(=O)N1C the results were USP2a inh -6%, TSHR antagonist 12, BCR signal inh 3%, Eya2 inh -2%, Tb PFK inh 0%, B2AR arrestin -0.8%, uPA surface inh 5%, Mito fusion act 1%, ELG1 repair inh -2%, TSG101-PTAP inh -4% and TCR activator 1%.
For CC(C)(C)c1ccc(C(=O)Nc2ccc(C(=O)N3CCOCC3)cc2)cc1 the results were USP2a inh 3%, TSHR antagonist 7, BCR signal inh inconclusive, Eya2 inh -1%, Tb PFK inh -2%, B2AR arrestin -0.1%, uPA surface inh -12%, Mito fusion act -1%, ELG1 repair inh -15%, TSG101-PTAP inh 0% and TCR activator 5%.
`CCCc1cc(=O)[nH]c(SCC(=O)N2CCN(S(=O)(=O)c3ccc4ccccc4c3)CC2)n1` gave USP2a inh 0%, TSHR antagonist -7, BCR signal inh 0%, Eya2 inh -4%, Tb PFK inh -3%, B2AR arrestin 8.2%, uPA surface inh 3%, Mito fusion act -3%, ELG1 repair inh -9%, TSG101-PTAP inh -3% and TCR activator -2%[46.1 µM].
For O=C(c1cc(C(=O)N2CCOCC2)c2nc3ccccc3n2c1)c1cc(Cl)cc(Cl)c1O the results were USP2a inh -2%, TSHR antagonist -18, BCR signal inh 6%, Eya2 inh 8%, Tb PFK inh 6%, B2AR arrestin 0.1%, uPA surface inh -23%, Mito fusion act -2%, ELG1 repair inh 4%, TSG101-PTAP inh -3% and TCR activator -2%.
CCOC(=O)C(=CNc1ccc(S(N)(=O)=O)cc1)C(=O)OCC was read as USP2a inh 10%, TSHR antagonist -2, BCR signal inh 1%, Eya2 inh 1%, Tb PFK inh 0%, B2AR arrestin -0.5%, uPA surface inh 2%, Mito fusion act -2%, ELG1 repair inh -22%, TSG101-PTAP inh -5% and TCR activator 10%.
CSc1cc(C)nc(NC(C)=O)n1 was read as USP2a inh 1%, TSHR antagonist 8, BCR signal inh -1%, Eya2 inh 0%, Tb PFK inh -2%, B2AR arrestin 0.5%, uPA surface inh 3%, Mito fusion act -1%, ELG1 repair inh -2%, TSG101-PTAP inh -4% and TCR activator -14%.
For O=C(Nc1cc(S(=O)(=O)Nc2ccc(Cl)cc2)ccc1O)c1ccc(S(=O)(=O)N2CCCCCC2)cc1 the results were USP2a inh -11%, TSHR antagonist -4, BCR signal inh -15%, Eya2 inh 10%, Tb PFK inh -17%, B2AR arrestin 0.0%, uPA surface inh -1%, Mito fusion act 4%, ELG1 repair inh inconclusive, TSG101-PTAP inh 0% and TCR activator 2%.
`Cc1cccc(-c2nc(C#N)c(N3CCCCCC3)o2)c1` gave USP2a inh 0%, TSHR antagonist -10, BCR signal inh inconclusive, Eya2 inh -4%, Tb PFK inh -2%, B2AR arrestin 0.3%, uPA surface inh 0%, Mito fusion act 29%, ELG1 repair inh inconclusive, TSG101-PTAP inh -13% and TCR activator -2%.
`COc1ccc(-n2c3c(c(=O)[nH]c2=O)C(NS(=O)(=O)c2ccc(Cl)cc2)(C(F)(F)F)C(=O)N3)cc1` (stereo unspecified) gave USP2a inh 2%, TSHR antagonist -1, BCR signal inh -4%, Eya2 inh 2%, Tb PFK inh 3%, B2AR arrestin -0.2%, uPA surface inh 5%, Mito fusion act -2%, ELG1 repair inh -5%, TSG101-PTAP inh 1% and TCR activator 6%.
`O=C1COc2ccc(C(=O)COC(=O)C3CC(O)CN3S(=O)(=O)c3ccc(Cl)cc3)cc2N1` (stereo unspecified) gave USP2a inh 3%, TSHR antagonist 24, BCR signal inh -2%, Eya2 inh 6%, Tb PFK inh -1%, B2AR arrestin -0.2%, uPA surface inh 2%, Mito fusion act -6%, ELG1 repair inh -14%, TSG101-PTAP inh 17% and TCR activator -4%.
Screening CCOC(=O)c1c(NC(=O)C(C)OC(=O)c2ccc(NC(=O)CC#N)cc2)sc2c1CCCC2 (stereo unspecified) returned USP2a inh -6%, TSHR antagonist 7, BCR signal inh inconclusive, Eya2 inh 15%, Tb PFK inh 5%, B2AR arrestin -1.0%, uPA surface inh 4%, Mito fusion act 28%, ELG1 repair inh inconclusive, TSG101-PTAP inh -1% and TCR activator 1%.
